LDHA inh: LDHA (human) enzyme inhibition; P00338; purified LDHA, NADH/diaphorase-resazurin fluorescence; stronger effect = lower value; activity change, % (values are at about 110 or 230 µM); 480,000 compounds, 0.15% hits; in the data active = activity change below about -30%; inconclusive = mostly about -25% to -30%;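 also: plate controls were DMSO wells for no effect and wells without enzyme for full effect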
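Resorufin fluorescence (ex540/em590), read at 0 and 20 min after diaphorase/resazurin addition, reports the NADH left after a 5 min room-temperature reaction of 2 nM human LDH5 with 0.06 mM NADH and 0.2 mM pyruvate.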
Vif-APOBEC3F blk: blocks the Vif interaction with APOBEC3F. HeLa A3F-eYFP + Vif (tagged APOBEC3F with the HIV-1 protein that degrades it), YFP fluorescence increase. Potency, µM (highest dose often 46.1 µM), inactives show at the top dose activity, negative = active. 390,000 compounds, 0.2% hits. AID 602313; also: potency is read from the fitted curve at half-maximal effect; % of control where 0% means no effect; nearly all actives have a fitted effect of over 65% in size
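Fluorescence increase (Ex 488/Em 500-530) after overnight compound treatment at 37 deg C flags inhibition of Vif-driven A3F-eYFP loss in stable HeLa A3F-eYFP/Vif cells seeded overnight beforehand.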
mIDH1 inhibitor: blocks human mutant IDH1 R132H enzyme; 390,000 compounds, 0.093% hits; IDH1-R132H enzyme, NADPH consumption, diaphorase/resazurin fluorescence; Potency, µM (series often up to 76.6 µM), without a hit: at the top dose activity change, negative = inhibition, actives largely listed as inhibitors; AID 602179; also: potency is read from the fitted curve at half-maximal effect; % is scaled to controls: 0 for no effect and ±100 for the full control effect; nearly all actives have a fitted effect of over 65% in size
Target sequence (O75874 whole entry R132H, stated change not applied): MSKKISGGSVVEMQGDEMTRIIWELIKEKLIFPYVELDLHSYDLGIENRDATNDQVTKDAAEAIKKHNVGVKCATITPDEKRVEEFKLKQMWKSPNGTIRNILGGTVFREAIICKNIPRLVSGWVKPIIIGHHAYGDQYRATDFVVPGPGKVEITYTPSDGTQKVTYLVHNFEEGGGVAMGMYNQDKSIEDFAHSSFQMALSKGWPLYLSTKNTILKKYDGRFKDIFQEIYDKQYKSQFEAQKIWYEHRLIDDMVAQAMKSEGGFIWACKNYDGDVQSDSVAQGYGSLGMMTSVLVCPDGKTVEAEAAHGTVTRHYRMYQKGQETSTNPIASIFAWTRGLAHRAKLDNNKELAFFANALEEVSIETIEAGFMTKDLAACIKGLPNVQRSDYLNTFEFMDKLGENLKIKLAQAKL
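IDH1-R132H (0.5 ug/mL dispensed) in pH 7.5 Tris buffer was preincubated 30 min with compound, then given a substrate mix of 0.016 mM NADPH and 2 mM alpha-KG for 80 min at room temperature; remaining NADPH was read by diaphorase/resazurin fluorescence.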
TrxR1 substrate: substrates of rat thioredoxin reductase 1. O89049. purified TrxR1 substrate turnover, NADPH consumption readout. Potency, µM (highest dose often 114 µM), without a hit: at the highest dose activity change, negative = substrate turnover. 390,000 compounds, 0.01% hits. AID 588456; also: potency is read from the fitted curve at half-maximal effect; % is scaled to controls: 0 for no effect and ±100 for the full control effect; nearly all actives have a fitted effect of over 50% in size
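Rat TrxR1, dispensed at 90 nM, was prereduced with 400 uM NADPH (final) for 5 min at ~22 deg C, then incubated with compound 15 min before 400 uM selenite. A first-read NADPH fluorescence drop versus no-compound background flagged substrates.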
TrxR1 inh: rat TrxR1 inhibition. recombinant rTrxR1, NADPH fluorescence consumption, selenite substrate. 390,000 compounds, 1% hits. O89049. Potency, µM (titrated, usually from 114 µM), inactives show at the top dose activity change, negative = inhibition, hits mostly inhibitors; also: potency is read from the fitted curve at half-maximal effect; % is scaled to controls: 0 for no effect and ±100 for the full control effect; nearly all actives have a fitted effect of over 65% in size
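Rat TrxR1 (90 nM in the dispensed reagent) was pre-reduced with 400 uM NADPH for 5 min at room temperature, then incubated with compound for 15 min. After 400 uM selenite was added, NADPH fluorescence (Ex 340/Em 450 nm) was followed for 8 min.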
Vif-A3G inh: blocks the Vif interaction with human APOBEC3G; Q9HC16; HeLa A3G-eYFP + Vif (tagged APOBEC3G with the HIV-1 protein that degrades it), YFP fluorescence, overnight; Potency, µM (top dose mostly 46.1 µM), without a hit: at the top dose activity, negative = active, actives largely listed as inhibitors; 410,000 compounds, 0.076% hits;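 also: potency is read from the fitted curve at half-maximal effect; % is scaled to controls: 0 for no effect and ±100 for the full control effect; nearly all actives have a fitted effect of over 60% in size; hits raise eYFP signal because A3G escapes Vif-driven loss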
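HeLa cells stably expressing Vif and C-terminally eYFP-tagged A3G, seeded overnight at 37 deg C, then exposed to compound by pintool overnight at 37 deg C. Rise in yellow fluorescence (Ex 488/Em 500-530, Acumen) marks blocked Vif-driven A3G degradation.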
USP1 inh: inhibitors of human USP1/UAF1 deubiquitinase; recombinant USP1/UAF1, Ub-Rhodamine cleavage fluorescence; Potency, µM (highest dose often 57.1 µM), inactives show at the top dose activity change, negative = inhibition, actives largely listed as inhibitors; 390,000 compounds, 0.23% hits; AID 743255; also: potency is read from the fitted curve at half-maximal effect; % is scaled to controls: 0 for no effect and ±100 for the full control effect; nearly all actives have a fitted effect of over 60% in size; inactives centre near -12
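USP1/UAF1 complex (1 nM) preincubated 15 min at room temperature with compound, then Ub-Rho substrate (150 nM final) added. Kinetic fluorescence at 480/540 nm over 6 reads at 60 s intervals; 50 mM HEPES pH 7.8, 0.5 mM EDTA, 0.1 mg/ml BSA, 1 mM TCEP, 0.01% Tween-20.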
Glioma ERSR ind: inducers of ER stress response in human glioma cells | Potency, µM, for the others: at the highest dose activation, actives largely listed as activators | 420,000 compounds, 0.02% hits | AID 602332 | U87-MG GRP78 promoter luciferase reporter, 16 h; also: potency is read from the fitted curve at half-maximal effect; series mostly up to about 76 µM; % of control where 0% means no effect; nearly all actives have a fitted effect of over 35% in size
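ERSR induction read as luciferase luminescence (Bright-Glo, 10 min at room temperature) in stably transfected human U87-MG glioma cells exposed to compounds for 16 h, using GRP78 as sensor.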
RGS4 inhibitor: inhibitors of human regulator of G protein signaling 4; P49798; Transcreener GDP fluorescence polarization, RGS4-accelerated GTP hydrolysis; Potency, µM (highest dose often 114 µM), inactives show top-dose activity change, negative = inhibition, actives largely listed as inhibitors; 390,000 compounds, 0.039% hits; AID 504845; also: potency is read from the fitted curve at half-maximal effect; % is scaled to controls: 0 for no effect and ±100 for the full control effect; nearly all actives have a fitted effect of over 75% in size; some results filed as inactive show a strong effect at the top dose
Target sequence (P49798 whole entry, looked up): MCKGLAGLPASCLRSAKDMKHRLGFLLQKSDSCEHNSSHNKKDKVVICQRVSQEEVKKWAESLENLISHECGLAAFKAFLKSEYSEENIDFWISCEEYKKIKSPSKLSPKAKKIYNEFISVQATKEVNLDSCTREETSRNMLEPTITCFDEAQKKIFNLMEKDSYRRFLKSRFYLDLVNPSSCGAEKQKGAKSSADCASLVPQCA
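MLSMR compounds (23 nl, pin-transferred) preincubated 10 min at room temperature with a 500nM (2x) first reagent, then RGS4 at 900nM (2x) plus Transcreener GDP mix added; fluorescence polarization (620/688 nm) read before and after 90 min at 30 °C.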
* hit, by the source's call; ? = inconclusive; . = no result given; & = joins results of further samples; [ ] = remark or other dose. Unless noted, calls follow the shape of the dose curve; as a rule, active = well fitted curve in the direction sought with a large enough effect; inconclusive = small, poorly fitted or top-dose-only effect, or another doubt; inactive = no such curve, though single readings can be large; an effect the other way counts as inactive or inconclusive. These rows are one share of the data, so the mix of outcomes need not match the whole.

SMILES	LDHA inh	Vif-APOBEC3F blk	mIDH1 inhibitor	TrxR1 substrate	TrxR1 inh	Vif-A3G inh	USP1 inh	Glioma ERSR ind	RGS4 inhibitor
Cc1sc(NC(=O)/C=C/C(=O)O)c(C(N)=O)c1-c1ccc(C(C)(C)C)cc1	-8	-9%	7%	-12%	-7%	-11%	-6%	5%	-40%
CC(C)(C)NC(=O)CON=C1c2ccccc2-c2ccccc21	-2	2%	5%	-7%	-14%	-8%	-23%	-1%	6%
CC1=C[C@H]2OC(=O)[C@@H](C)[C@H]2C[C@@H]2[C@H]1C[C@@H](O)[C@@]2(C)O	0	6%	-1%	9%[57.1 µM]	-2%[57.1 µM]	0%	-11%	?	14%
COCCN(C(=S)Nc1cc(C)cc(C)c1)C(C)c1cccs1 (stereo not drawn)	-6	-26%	6%	0%	15%	1%	1%	-2%	23%
CCCc1c(C(=O)N/N=C(/C)c2ccncc2)nnn1-c1nonc1N	-3	14%	-7%	6%[57.1 µM]	12%[57.1 µM]	1%	-11%	-2%	-5%
CC(=O)C1=C(C)Nc2ncnn2C1c1ccccc1 (stereo not drawn)	-4	1%	-9%	-8%	2%	-4%	-26%	-3%	-6%
CCOc1cccc(CN2CCC(n3nccc3NC(=O)C3CCCC3)CC2)c1	1	-25%	2%	-5%	-3%	0%	-18%	0%	-6%
Cc1ncoc1C(=O)N1CCc2c([nH]c3ccccc23)C1C1CCCCC1 (stereo not drawn)	1	18%	-10%	2%	17%	-1%	-11%	7%	21%
Nc1c(Cl)cc(-c2csc(N3CCCC3c3nc4cc(Cl)c(Cl)cc4n3CCCO)n2)cc1Cl (stereo not drawn)	0	-3%	-5%	-2%	21%	-9%	-25%	0%	-12%
COc1ccc(CNC(=O)CSc2nnnn2-c2ccccc2)cc1	-8	-9%	3%	13%	17%	0%	-5%	-2%	-24%
COc1ccc(S(=O)(=O)N(C)CC(=O)N2CCC(C(N)=O)CC2)cc1Cl	-14	-4%	0%	4%	4%	0%	3%	-3%	9%
CC(Oc1ccc(Cl)cc1)C(=O)/C=C/N(C)C (stereo not drawn)	-9	2%	9%	-10%	-19%	1%	-21%	-5%	-14%
COc1ccc(/C=C/C(=O)Nc2cccc(N3CCOCC3)c2)cc1OC	-2	1%	-2%	-14%	-9%	-7%	-22%	2%	-10%
O=C(O)c1cccc2c1C(=O)N(c1ccc3c(c1)Cc1ccccc1-3)C2=O	-1	8%	5%	-5%[57.1 µM]	5%[57.1 µM]	-1%	-6%	-7%	12%
CC(Oc1ccccc1F)c1nnc(SCC(=O)NCc2ccc3c(c2)OCO3)o1 (stereo not drawn)	-2	-3%	9%	3%	18%	-5%	-21%	-5%	-12%
Cc1ccc(S(=O)(=O)N2CCCCC2)cc1NCC(=O)Nc1ccc(Br)cc1F	0	-4%	0%	.	.	-12%	-26%	-4%	.
COc1ccc(C(CCN2CCOCC2)c2c(OC)cc(OC)c3c(C)cc(=O)oc23)cc1 (stereo not drawn)	0	3%	-3%	10%	10%	3%	-20%	-2%	-1%
CC1CCCCN1S(=O)(=O)c1ccc2c(c1)oc(=O)n2CC(=O)O (stereo not drawn)	-2	-9%	1%	11%[57.1 µM]	30%[57.1 µM]	3%	-20%	-4%	-12%
O=C(NCc1ccccc1Cl)c1nnc(CS(=O)(=O)c2ccccc2)o1	-5	6%	-6%	-2%[57.1 µM]	-12%[57.1 µM]	0%	-18%	-2%	14%
COc1ccc(C(=O)N(CCCO)Cc2cc3c(C)ccc(C)c3[nH]c2=O)cc1OC	-1	-5%	6%	21%	13%	0%	-11%	-5%	2%
CS(=O)(=O)N1CC2CCCN2c2cc(C(F)(F)F)ccc21 (stereo not drawn)	1	19%	-1%	-1%	13%	-3%	-23%	3%	-21%
COc1ccc(-c2nnc(SCC(=O)NCCc3ccccc3)nc2-c2ccc(OC)cc2)cc1	-1	-3%	-12%	-5%[57.1 µM]	-1%[57.1 µM]	2%	?	3%	4%
O=C1NN(c2ccccc2)C(=O)C1=Cc1ccccc1	9	4%	-15%	.	.	1%	-16%	0%	.
C=C(C)Cn1c(CCNC(=O)CC)nc2ccccc21	-1	3%	4%	-9%	17%[57.1 µM]	0%	0%	-2%	22%[11.4 µM]
COCCSc1ccccc1C(=O)NCc1cccnc1	-3	10%	-4%	16%[57.1 µM]	37%[57.1 µM]	1%	2%	1%	-54%
COc1ccc(C2=CC(=O)C[C@H](c3ccc(OC)c(OC)c3)C2)cn1	-8	-2%	-6%	1%	17%	5%	?	-2%	8%
CCN(CC)S(=O)(=O)c1ccc(Cl)c(NC(=O)c2cc(Cl)cc(Cl)c2)c1	-11	-2%	22%	8%[57.1 µM]	5%[57.1 µM]	-7%	-14%	0%	14%
COc1ccc2c(c1)c(=O)c(S(=O)(=O)c1ccc(C)cc1)cn2Cc1ccccc1C	-6	1%	-3%	10%	19%	-8%	-7%	-2%	26%
C/C(=N\Nc1ccc(C(=O)c2c(C)cc3ccccn23)cc1[N+](=O)[O-])c1ccc(O)cc1	-9	-5%	-8%	2%	28%	4%	-10%	0%	-23%[56.9 µM]
COc1cc(NC(=O)c2cccc3c2C(=O)N(C2CCCCC2)C3)cc(OC)c1OC	3&4	?	3%&-4%	-7%&4%	15%&21%	-13%&-12%	-14%&-9%	2%&-2%	16%&-1%
CCC(C)Sc1cccc(-c2nc3ccc(C)cn3c2NCc2ccccc2)c1 (stereo not drawn)	6&6	?	9%	56%[activator]	37%[activator]	0%	-17%	-3%	22%
CC(C)CN(C(=O)COc1ccc(Br)cc1C=O)C1CCS(=O)(=O)C1 (stereo not drawn)	-3	-7%	6%	9%	8%	-4%	-10%	-4%	-2%
CCOC(=O)c1ccc(-n2c(CCC(=O)O)ccc2-c2ccc(F)cc2)cc1	-2	-2%	-4%	4%[57.1 µM]	-41%	-3%	-13%	5%	-27%
O=C(CSc1nnc(-c2ccc(F)cc2)o1)N1CCCc2ccccc21	-6	-8%	-8%	-11%	-7%	4%	-24%	2%	-18%
COC(=O)c1cc(C(=O)N2CCc3ccccc32)cc([N+](=O)[O-])c1	-1	-4%	12%	5%	21%	0%	-9%	-1%	-39%
O=C(Nc1ccccc1C(=O)N1CCN(Cc2ccccc2)CC1)c1ccccn1	-8	-8%	1%	11%[57.1 µM]	7%[57.1 µM]	-7%	-2%	-6%	-4%
COc1ccc(NC(=O)c2cc(S(=O)(=O)N3CCCCCC3)cn2C)c(OC)c1	-2	-2%	-2%	-1%[57.1 µM]	7%[57.1 µM]	-1%	-28%	2%	3%
CC(=O)c1ccc(NC(=O)c2cc(C)no2)cc1	-8	10%	-4%	-3%	-8%	1%	-18%	0%	-3%
